Source: PubChem
APE1 inh: inhibitors of human APE1 endonuclease; P27695; recombinant APE1, TAMRA/BHQ-2 abasic DNA cleavage fluorescence; Potency, µM (titrated, usually from 65.8 µM), for the others: top-dose activity change, negative = inhibition, hits mostly inhibitors; hit rate 0.35% among 350,000;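 also: plate controls were vehicle for no effect and reference inhibitor for full effect; nearly all actives have a fitted effect of over 55% in size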
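APE1 at 0.75 nM final was preincubated with compound 15 min at room temperature, then 50 nM double-stranded THF abasic-site substrate (5'-TAMRA/3'-BHQ-2) was added. Fluorescence (ex 525/em 598 nm) was read kinetically; third-minus-first read gave activity.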
Pol eta inh: DNA polymerase eta (human) inhibition. Potency, µM (top dose mostly 114 µM), for the others: at the highest dose activity change, negative = inhibition, usual class: inhibitors. Q9Y253. hit rate 1.2% among 390,000. recombinant Pol eta, fluorescent DNA replication assay; also: % is scaled to controls: 0 for no effect and ±100 for the full control effect
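Fluorescent replication assay: 50 nM final substrate added after a 15 min room-temperature compound preincubation with 10 nM enzyme. Signal taken at 0 min and again at 10 min.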
BAZ2B inh: blocks human BAZ2B; AlphaScreen BAZ2B-H3K14Ac peptide displacement; Potency, µM (top dose mostly 114 µM), without a hit: top-dose activity change, negative = inhibition, hits mostly inhibitors; hit rate 4.4% among 360,000; AID 504333; also: % is scaled to controls: 0 for no effect and ±100 for the full control effect; nearly all actives have a fitted effect of over 60% in size
Target sequence (Q9UIF8 whole entry, looked up): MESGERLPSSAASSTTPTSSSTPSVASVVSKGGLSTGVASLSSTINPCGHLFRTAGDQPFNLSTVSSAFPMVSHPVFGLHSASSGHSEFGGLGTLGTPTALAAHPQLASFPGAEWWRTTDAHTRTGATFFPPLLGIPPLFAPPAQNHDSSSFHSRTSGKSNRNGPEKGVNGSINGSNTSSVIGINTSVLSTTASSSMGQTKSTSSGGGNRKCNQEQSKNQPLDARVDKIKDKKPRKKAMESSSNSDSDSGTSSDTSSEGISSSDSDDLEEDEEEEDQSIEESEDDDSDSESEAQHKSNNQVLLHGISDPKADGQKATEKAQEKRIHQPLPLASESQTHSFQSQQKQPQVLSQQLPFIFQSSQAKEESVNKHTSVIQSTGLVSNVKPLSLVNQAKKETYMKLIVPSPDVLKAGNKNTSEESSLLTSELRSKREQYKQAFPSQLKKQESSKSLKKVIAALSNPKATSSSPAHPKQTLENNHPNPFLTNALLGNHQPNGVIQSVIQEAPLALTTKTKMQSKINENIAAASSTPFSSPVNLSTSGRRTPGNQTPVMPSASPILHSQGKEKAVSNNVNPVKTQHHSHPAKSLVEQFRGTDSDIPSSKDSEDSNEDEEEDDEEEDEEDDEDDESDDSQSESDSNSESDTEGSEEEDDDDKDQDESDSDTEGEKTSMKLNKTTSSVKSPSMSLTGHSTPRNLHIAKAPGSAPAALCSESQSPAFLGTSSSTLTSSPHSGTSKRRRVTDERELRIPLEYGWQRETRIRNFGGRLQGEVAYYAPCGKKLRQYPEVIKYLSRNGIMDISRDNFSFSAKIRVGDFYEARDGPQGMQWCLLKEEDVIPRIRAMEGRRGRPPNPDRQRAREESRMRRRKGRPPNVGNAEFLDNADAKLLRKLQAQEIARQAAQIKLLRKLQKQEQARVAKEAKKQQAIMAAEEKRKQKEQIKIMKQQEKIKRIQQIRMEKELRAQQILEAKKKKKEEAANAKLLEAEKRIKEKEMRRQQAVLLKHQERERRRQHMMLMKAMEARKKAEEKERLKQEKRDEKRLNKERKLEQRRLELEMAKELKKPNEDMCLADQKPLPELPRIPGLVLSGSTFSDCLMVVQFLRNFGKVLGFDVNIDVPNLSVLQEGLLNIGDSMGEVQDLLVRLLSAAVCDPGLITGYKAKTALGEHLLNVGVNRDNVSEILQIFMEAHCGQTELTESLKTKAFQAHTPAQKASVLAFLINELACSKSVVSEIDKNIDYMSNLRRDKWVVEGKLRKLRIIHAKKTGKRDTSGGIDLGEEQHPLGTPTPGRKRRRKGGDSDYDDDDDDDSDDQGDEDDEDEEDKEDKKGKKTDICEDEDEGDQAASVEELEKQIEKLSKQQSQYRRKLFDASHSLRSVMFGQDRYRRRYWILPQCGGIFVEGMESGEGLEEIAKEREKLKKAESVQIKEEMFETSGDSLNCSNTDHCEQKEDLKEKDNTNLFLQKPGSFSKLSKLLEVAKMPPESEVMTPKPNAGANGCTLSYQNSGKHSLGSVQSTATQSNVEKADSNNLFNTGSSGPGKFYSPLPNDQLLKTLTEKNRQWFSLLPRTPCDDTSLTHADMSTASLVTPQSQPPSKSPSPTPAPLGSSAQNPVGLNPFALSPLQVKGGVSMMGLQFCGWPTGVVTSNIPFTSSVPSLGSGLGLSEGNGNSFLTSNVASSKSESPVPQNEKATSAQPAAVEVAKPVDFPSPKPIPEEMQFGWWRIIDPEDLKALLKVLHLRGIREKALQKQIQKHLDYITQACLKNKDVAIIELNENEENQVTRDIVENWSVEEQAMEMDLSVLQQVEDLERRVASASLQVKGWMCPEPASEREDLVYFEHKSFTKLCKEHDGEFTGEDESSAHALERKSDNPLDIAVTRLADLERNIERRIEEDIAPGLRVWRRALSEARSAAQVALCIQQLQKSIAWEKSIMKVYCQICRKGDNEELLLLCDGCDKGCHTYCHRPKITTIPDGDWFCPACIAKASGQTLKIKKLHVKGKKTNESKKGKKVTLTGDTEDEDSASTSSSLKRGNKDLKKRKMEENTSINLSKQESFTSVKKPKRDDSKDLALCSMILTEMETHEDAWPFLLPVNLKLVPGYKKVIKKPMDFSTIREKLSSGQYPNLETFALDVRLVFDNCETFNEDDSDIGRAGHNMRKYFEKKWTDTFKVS
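Multi-concentration screen (max 110 uM) measuring displacement of acetylated histone H3 peptide from BAZ2B by AlphaScreen, using 50 nM protein, 50 nM peptide and 10 ug/mL streptavidin donor plus Ni-chelate acceptor beads.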
Pol kappa inh: DNA polymerase kappa (human) inhibition; purified Pol kappa, fluorescent DNA synthesis assay, 10 min; Potency, µM (doses to about 107 µM), inactives show at the highest dose activity, negative = inhibition, actives largely listed as inhibitors; hit rate 0.53% among 400,000; also: % is scaled to controls: 0 for no effect and ±100 for the full control effect
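Activity was followed as the change in fluorescence between reads at 0 and 10 min after starting the reaction with 50 nM substrate. Beforehand, 10 nM polymerase had been preincubated with compound for 15 min at room temperature.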
BLM helicase inh: Bloom syndrome helicase (human) inhibition; P54132; recombinant BLM DNA unwinding, fluorescence dequenching; Potency, µM (series often up to 56.1 µM), without a hit: at the top dose activity change, negative = inhibition, usual class: inhibitors; hit rate 0.2% among 350,000;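 also: plate controls were vehicle for no effect and no enzyme for full effect; nearly all actives have a fitted effect of over 35% in size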
Pol iota inh: DNA polymerase iota (human) inhibition; Q9UNA4; Pol iota fluorescent replication assay, 10 min; Potency, µM (top dose mostly 115 µM), for the others: top-dose activity, negative = inhibition, most hits filed as inhibitors; hit rate 1% among 390,000; AID 588590
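Pol iota at 10 nM preincubated 15 min with compounds at room temperature; reaction started with fluorescent substrate, 50 nM final. Fluorescence read kinetically at 0 and 10 min; buffer-only wells as negative control.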
POLB inh: DNA polymerase beta (human) inhibition | P06746 | Pol beta primer extension/strand displacement, fluorescence kinetic | Potency, µM (titrated, usually from 114 µM), without a hit: at the highest dose activity change, negative = inhibition, most hits filed as inhibitors | hit rate 1.3% among 340,000; also: % is scaled to controls: 0 for no effect and ±100 for the full control effect
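Curves were derived by four-parameter Hill fits of normalized qHTS data. The kinetic fluorescent primer-extension read was taken at 0 and 10 min after 50 nM substrate, following a 15 min room-temperature preincubation of 10 nM enzyme with compounds.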
G9a inh: blocks human histone lysine methyltransferase G9a; Q96KQ7; G9a H3K9 monomethylation, AlphaScreen, 2 h; Potency, µM (series often up to 102 µM), inactives show at the top dose activity, negative = inhibition, actives largely listed as inhibitors; hit rate 8.8% among 350,000; AID 504332; also: % is scaled to controls: 0 for no effect and ±100 for the full control effect; nearly all actives have a fitted effect of over 75% in size
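G9a (20 nM) was preincubated 15 min with compound, then reacted 2 h at room temperature with 500 nM biotin-H3K9 peptide and 20 µM SAM. Monomethyl-H3K9 detected by AlphaScreen using anti-H3K9me1 antibody.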
JMJD2A Tudor inh: JMJD2A Tudor domain (human) inhibition. O75164. AlphaScreen JMJD2A-Tudor / H3K4me3 peptide binding. Potency, µM (series often up to 114 µM), for the others: top-dose activity change, negative = inhibition, actives largely listed as inhibitors. hit rate 4.4% among 390,000. AID 504339; also: % is scaled to controls: 0 for no effect and ±100 for the full control effect; nearly all actives have a fitted effect of over 50% in size
* marks the source's active call; other numbers are inactive results; & = joins results of further samples; [ ] = remark or other dose. Calls follow the shape of the dose curve; as a rule, active = well fitted curve in the direction sought with a large enough effect; inconclusive = small, poorly fitted or top-dose-only effect, or another doubt; inactive = no such curve, though single readings can be large; an effect the other way counts as inactive or inconclusive. Potency is read from the fitted curve at half-maximal effect. An excerpt (hit frequency here may not be typical).

COc1ccc(NC(=O)c2oc3ccc(S(=O)(=O)N4CCC5(CC4)OCCO5)cc3c2C)cc1 was read as APE1 inh 5%, Pol eta inh 2%, BAZ2B inh 6%, Pol kappa inh -3%, BLM helicase inh -9%, Pol iota inh 15%, POLB inh -2%, G9a inh inconclusive and JMJD2A Tudor inh -29%.
`Fc1ccc(CNc2nc(-c3ccccc3)cc(C(F)(F)F)n2)cc1` gave Pol eta inh -8%, BAZ2B inh 206%[activator], Pol kappa inh -5%, BLM helicase inh -3%, Pol iota inh inconclusive, POLB inh 33%, G9a inh 96%[activator][59 µM] and JMJD2A Tudor inh 128%[activator].
For O=C(NCCCn1ccnc1)C(=O)NCC1OCCN1S(=O)(=O)c1ccc2c(c1)OCCO2 (stereo not given) the results were APE1 inh 28%, Pol eta inh -14%, BAZ2B inh 40µM*, Pol kappa inh -8%, BLM helicase inh -3%, Pol iota inh 55%[activator], POLB inh -12% and JMJD2A Tudor inh inconclusive.
Screening C=CCN1C(=O)CSc2ccc(C(=O)NCc3cccs3)cc21 returned APE1 inh -10%, Pol eta inh -6%, BAZ2B inh -4%, Pol kappa inh -3%, BLM helicase inh -5%, Pol iota inh 51%[activator], POLB inh -22%, G9a inh -7% and JMJD2A Tudor inh 0%.
`O=S(=O)(NC1CCCCC1N1CCCCC1)c1ccc(Cl)cc1` (stereo not given) gave APE1 inh 16%, Pol eta inh -10%, BAZ2B inh 5%, Pol kappa inh 4%, BLM helicase inh 0%, Pol iota inh 30%, POLB inh 20%, G9a inh 25% and JMJD2A Tudor inh -4%.
`Cc1cn(S(=O)(=O)c2ccc(Br)cc2)cn1` gave APE1 inh 6%, Pol eta inh -16%, BAZ2B inh -21%, Pol kappa inh -5%, BLM helicase inh -3%, Pol iota inh 1%, POLB inh 0%, G9a inh inconclusive and JMJD2A Tudor inh -5%[57.1 µM].
Screening C=CCC1(CC=C)CCCN1C(=O)CC1C(=O)NCCN1Cc1cccc(OC)c1 (stereo not given) returned APE1 inh -4%, Pol eta inh -7%, BAZ2B inh -1%, Pol kappa inh -4%, BLM helicase inh -2%, Pol iota inh 92%[activator], POLB inh 9%, G9a inh inconclusive and JMJD2A Tudor inh -27%.
Screening Cc1cccc(NC(=O)CNC(=O)COc2cc(F)ccc2[N+](=O)[O-])c1C returned APE1 inh 3%, Pol eta inh -6%, BAZ2B inh -3%, Pol kappa inh -3%, BLM helicase inh -4%, Pol iota inh 48%[activator], POLB inh -16%, G9a inh inconclusive and JMJD2A Tudor inh inconclusive.
For COc1ccc(CN2CC[C@H]3C=CCc4cccc(c43)C2)cc1 the results were APE1 inh 10%, Pol eta inh -1%, BAZ2B inh -38%, Pol kappa inh -4%, Pol iota inh inconclusive, G9a inh -19%[0.501 µM] and JMJD2A Tudor inh inconclusive.
For O=C(N/N=C\c1ccc(CNS(=O)(=O)c2ccc(Cl)cc2)o1)C(=O)Nc1ccc(Oc2ccccc2)cc1 the results were APE1 inh 0%, Pol eta inh -1%, BAZ2B inh 6%, Pol kappa inh -6%, BLM helicase inh -2%, Pol iota inh 59%[activator], POLB inh inconclusive, G9a inh 21%[59 µM] and JMJD2A Tudor inh -13%.
For O=C(CNC(=O)c1ccc(F)cc1)N/N=C/c1ccc(O)c([N+](=O)[O-])c1 the results were APE1 inh 2%, Pol eta inh inconclusive, BAZ2B inh -3%, Pol kappa inh -10%, BLM helicase inh -2%, Pol iota inh -4%, POLB inh -1%, G9a inh inconclusive and JMJD2A Tudor inh -15%.
Screening CN(CC(=O)NCCC1=CCCCC1)S(=O)(=O)c1ccc2c(c1)CCC(=O)N2 returned APE1 inh -3%, Pol eta inh -3%, BAZ2B inh 1%, Pol kappa inh -20%, BLM helicase inh -1%, Pol iota inh -1%, POLB inh 13%, G9a inh -10%[59 µM] and JMJD2A Tudor inh -6%.
Screening CC1(C)CC(=O)c2cnn(-c3nc4ccccc4[nH]3)c2C1 returned APE1 inh -8%, Pol eta inh -8%, BAZ2B inh 6%, Pol kappa inh -2%, BLM helicase inh 2%, Pol iota inh inconclusive, POLB inh 22%, G9a inh -35%[59 µM] and JMJD2A Tudor inh -11%.
Cc1ccc(-c2nc3ccccc3nc2-c2ccccc2)cc1 was read as APE1 inh -8%, Pol eta inh -4%, BAZ2B inh 10%, Pol kappa inh -3%, BLM helicase inh -8%, Pol iota inh 29%, POLB inh -2% and JMJD2A Tudor inh 82%[activator].
Screening O=C1CCCN1CCCNC(=S)Nc1ccccc1 returned APE1 inh -2%, Pol eta inh -18%, BAZ2B inh 2%, Pol kappa inh -6%, BLM helicase inh -4%, Pol iota inh 91%[activator], POLB inh -2% and JMJD2A Tudor inh 7%[57.1 µM].
CCC(C(=O)O)c1ccccc1 (stereo not given) was read as APE1 inh 16%, Pol kappa inh -6%[60.1 µM], BLM helicase inh -8% and G9a inh -7%[2.33 µM].
For CC(=O)Nc1ccc(NCc2ccc(C)s2)cc1 the results were APE1 inh 10%, Pol eta inh -6%, BAZ2B inh 9%[0.457 µM], Pol kappa inh -1%, BLM helicase inh 1%, Pol iota inh 122%[activator], POLB inh -14%, G9a inh 15%[59 µM] and JMJD2A Tudor inh -16%.
Screening COCCCNC(=O)CN(c1cc([N+](=O)[O-])ccc1OC)S(C)(=O)=O returned APE1 inh 0%, Pol eta inh -19%, BAZ2B inh 1%, Pol kappa inh 1%, BLM helicase inh -1%, Pol iota inh 122%[activator], POLB inh 27%, G9a inh 27% and JMJD2A Tudor inh 3%.
CCC1NC(=O)c2ccccc2N1c1cccc(Cl)c1 (stereo not given) was read as Pol eta inh -25%, Pol kappa inh -1%, Pol iota inh 36%[activator] and JMJD2A Tudor inh 5%.
Screening Cc1ccc(C2=NC(c3ccccc3)=Nc3ccc(Cl)cc3N2)cc1 returned BAZ2B inh -13%, Pol kappa inh 11%, BLM helicase inh 2%, Pol iota inh 6%, POLB inh 22%, G9a inh 8%[59 µM] and JMJD2A Tudor inh -18%.
`CC1(C)N([O-])C2=C(CCCC2)[N+]1=O` gave APE1 inh inconclusive, Pol eta inh 22µM*, BAZ2B inh inconclusive, Pol kappa inh inconclusive, BLM helicase inh -16%, Pol iota inh inconclusive, POLB inh 25µM*, G9a inh inconclusive and JMJD2A Tudor inh -20%.
Cc1cccc(NC(=O)c2cc3c(=O)n4ccccc4nc3n(CC(C)C)c2=N)c1 was read as APE1 inh -2%, Pol eta inh -12%, Pol kappa inh -19%, BLM helicase inh -1%, Pol iota inh inconclusive, POLB inh 24%, G9a inh -26% and JMJD2A Tudor inh -15%.
`C=CCn1c(C)cc(-c2csc(NC(=O)C3CCN(c4ncnc5sc(C)c(C)c45)CC3)n2)c1C` gave Pol eta inh -2%, Pol kappa inh -12%, Pol iota inh -1% and JMJD2A Tudor inh -26%.
Screening Cc1ccc(NS(=O)(=O)c2coc(C(N)=O)c2)cc1F returned APE1 inh 12%, Pol eta inh -7%, BAZ2B inh -26%, Pol kappa inh -17%, BLM helicase inh -5%, Pol iota inh -18%, POLB inh inconclusive, G9a inh 9% and JMJD2A Tudor inh inconclusive.
For NC(=O)CSc1nnc(COc2ccccc2)n1C1CCCCC1 the results were APE1 inh 1%, Pol eta inh -16%, BAZ2B inh 6%, Pol kappa inh 0%, BLM helicase inh 0%, Pol iota inh -2%[58.9 µM], POLB inh 0%, G9a inh -4%[12.7 µM] and JMJD2A Tudor inh -4%.
For CC1(C)Cc2c(c(-c3ccccc3)nc3sc4c(=O)[nH]c(=S)[nH]c4c23)CO1 the results were APE1 inh 22%, Pol eta inh -6%, BAZ2B inh -7%, Pol kappa inh -10%, BLM helicase inh -10%, Pol iota inh inconclusive, POLB inh 41% and JMJD2A Tudor inh inconclusive.
CCCCCn1c(C(Cc2ccccc2)NC(C)=O)nc2ccccc21 (stereo not given) was read as APE1 inh -8%, Pol eta inh -17%, BAZ2B inh 4%, Pol kappa inh -11%, BLM helicase inh -3%, Pol iota inh 13%, POLB inh -9%, G9a inh 5%[59 µM] and JMJD2A Tudor inh -24%.
`O=C(CN(C(=O)Cn1nnc(-c2ccccc2F)n1)c1cccc2c1CCCC2)NCc1ccccc1` gave APE1 inh -7%, Pol eta inh -3%, BAZ2B inh 7%, Pol kappa inh -11%, BLM helicase inh -6%, Pol iota inh 12%, POLB inh -25%, G9a inh 11%[59 µM] and JMJD2A Tudor inh -17%.
Screening OCCCNc1cc(-c2ccnc(Nc3cccc(Cl)c3)n2)ccn1 returned APE1 inh -5%, Pol eta inh -5%, BAZ2B inh -10%, Pol kappa inh -12%, BLM helicase inh 1%, Pol iota inh -3%, POLB inh 4%, G9a inh 4%[12.7 µM] and JMJD2A Tudor inh -27%.
`COc1cc(C(CC(=O)N2CCN(c3ccccc3)CC2)c2c(OC)cc(OC)c3ccc(=O)oc23)cc(OC)c1OC` (stereo not given) gave APE1 inh -3%&-10%, Pol eta inh 0%, BAZ2B inh inconclusive, Pol kappa inh 0%&-10%, BLM helicase inh -5%&-10%, Pol iota inh -3%&11%, POLB inh -1%, G9a inh -25%[59 µM] and JMJD2A Tudor inh inconclusive.
For COc1cc(-c2nnc(SCC(=O)O)n2-c2ccccc2)cc(OC)c1OC the results were APE1 inh 10%, Pol eta inh -7%, BAZ2B inh -1%, Pol kappa inh -1%, BLM helicase inh -7%, Pol iota inh inconclusive, POLB inh -24% and JMJD2A Tudor inh -17%.
For O=C(NCCC1=CCCCC1)c1ccc(=O)oc1 the results were APE1 inh 1%, Pol eta inh 3%, BAZ2B inh 14%, Pol kappa inh -12%, BLM helicase inh 1%, Pol iota inh 3%, POLB inh -11%, G9a inh 11% and JMJD2A Tudor inh -23%.
For COc1ccc(N2CCN(C(c3ccc4ncccc4c3)c3nnnn3C(C)C)CC2)cc1 (stereo not given) the results were APE1 inh -5%, Pol eta inh -1%, BAZ2B inh -28%, Pol kappa inh -2%, BLM helicase inh 0%, Pol iota inh 7%, POLB inh 10%, G9a inh inconclusive and JMJD2A Tudor inh inconclusive.
